Screens (PubChem)
ERa SRC1 inh = ER-alpha (human) coactivator binding inhibition; P03372; 86,000 compounds, 1.7% hits; inhibition, % at 25.6 µM; TR-FRET ER-alpha LBD / SRC-1 peptide, estradiol-bound; in the data active = inhibition above about 50%;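 also: 0% = receptor plus peptide control and 100% = peptide only without receptor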
Target sequence (P03372 whole entry, looked up, the tested form may be a part): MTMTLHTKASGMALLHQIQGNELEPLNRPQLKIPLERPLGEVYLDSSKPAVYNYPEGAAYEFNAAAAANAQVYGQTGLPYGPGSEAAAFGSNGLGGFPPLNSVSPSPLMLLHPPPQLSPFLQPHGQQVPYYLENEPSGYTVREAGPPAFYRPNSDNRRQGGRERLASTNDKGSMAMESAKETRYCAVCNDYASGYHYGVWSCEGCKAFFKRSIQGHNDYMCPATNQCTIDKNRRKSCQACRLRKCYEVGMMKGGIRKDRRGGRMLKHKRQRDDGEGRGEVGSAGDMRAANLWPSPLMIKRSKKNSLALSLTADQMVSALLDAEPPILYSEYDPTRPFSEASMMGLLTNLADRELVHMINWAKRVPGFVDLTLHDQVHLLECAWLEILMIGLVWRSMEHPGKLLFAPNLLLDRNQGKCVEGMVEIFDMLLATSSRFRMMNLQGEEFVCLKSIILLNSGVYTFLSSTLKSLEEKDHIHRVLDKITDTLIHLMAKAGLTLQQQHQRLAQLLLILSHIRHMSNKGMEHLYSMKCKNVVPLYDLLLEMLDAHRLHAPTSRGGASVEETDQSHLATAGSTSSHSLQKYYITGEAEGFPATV
LYP inh 2 = LYP (human) phosphatase inhibition; Q9Y2R2; recombinant LYP catalytic domain, DiFMUP fluorescence; inhibition, % at 2 µM; 96,000 compounds, 0.21% hits; AID 640;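 active = inhibition at 2 µM at or above a set limit, the screen mean plus 3 SD, cut at about 24% in these data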;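 also: 0% = DMSO with enzyme and 100% = enzyme fully blocked by orthovanadate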
HUVEC tox TNFa = toxic to HUVEC cells under TNF alpha stimulation | HUVEC TNFalpha-stimulated, Hoechst cell count, imaging | cell count reduction, % at 2 µM | 93,000 compounds, 0.17% hits;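 active = cell count reduction exceeding the screen mean by over 5 SD, scaled to untreated wells per plate, cut at about 78% in these data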;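 also: cells counted after 24 h of TNF alpha exposure following the 1 h pretreatment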
PTK2B oligo ant = blocks oligomerization of human Pyk2 in cells | Q14289 | Q293 cells, Pyk2 FERM NanoBiT luminescence; hits give low values | z-score (the deposit names both 25 µM and 10 µM) | 99,000 compounds, 0.83% hits | AID 1347419;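 active = Z-score of -3 or lower, scaled per plate to the spread of control and sample wells; inactive = z-score above -3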;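 also: negative z-score means lost luminescence so less FERM oligomerization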
FAK blocker = inhibitors of human focal adhesion kinase; AID 727; biochemical FAK kinase activity assay; 97,000 compounds, 0.84% hits; inhibition, %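 (tested at 7 µM)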; Q05397; in the data active = inhibition above about 19%;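 also: 0% = DMSO and 100% = reference compound high control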
F-actin modifier = modifiers of cytoskeleton assembly; 91,000 compounds, 0.18% hits; HUVEC TNFa F-actin phalloidin imaging, high content; inhibition, % at 2 µM;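 active = inhibition above the batch mean plus 3 SD and confirmed as a hit by visual image inspection, cut at about 30% in these data, passing the limit was not always enough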; also: strong numbers were not always called active
VCAM1 TNFa inh = reduces TNF alpha induced VCAM1 expression in HUVEC | HUVEC TNFa-induced VCAM-1 immunofluorescence, high-content imaging | inhibition, % at 2 µM | 95,000 compounds, 0.48% hits | AID 802;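 active = inhibition above the batch mean plus 3 SD, with images confirmed as a hit by eye, cut at about 37% in these data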;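 also: 0% = TNF-stimulated DMSO wells and 100% = unstimulated control wells; not every result past the cut was called active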
LYP act = increases human PTPN22 phosphatase activity | Q9Y2R2 | recombinant LYP, DiFMUP fluorescence; 0 = plate median, 100 = signal doubled | activation, % at 2 µM | 96,000 compounds, 0.11% hits;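 active = activation at 2 µM above a set limit, the mean plus 5 SD, cut at about 37% in these data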
HUVEC tox IL1B = HUVEC cytotoxicity counter-screen, IL-1B stimulated; HUVEC cell count loss, Hoechst imaging; cell count reduction, % at 2 µM; 94,000 compounds, 0.41% hits;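 active = cell count reduction more than 3 SD above the screen-wide mean, cut at about 70% in these data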;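 also: normalized per plate to untreated control cells as the no-loss baseline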
* hit, by the source's call; nt = no result given; [ ] = dose if it differs, or a comment. No enrichment for hits; 3.8% or so of the library scored in one or more.

SMILES	ERa SRC1 inh	LYP inh 2	HUVEC tox TNFa	PTK2B oligo ant	FAK blocker	F-actin modifier	VCAM1 TNFa inh	LYP act	HUVEC tox IL1B
CC(C)CNC(=O)c1cccc(NC(=O)c2ccc(NC(=O)c3ccco3)cc2)c1	38[fluorescence artefact?]	12	-15	-0.61	9	-2	0	-13	13
O=C(OCc1cnc(Cl)s1)c1cccc(Cl)c1Cl	nt	-22	-5	0.93	1	15	2	19	2
Cc1cc(C)n(CCOc2ccc(Cl)cc2Cl)n1	1	4	43	-0.23	7	-26	-6	-6	-14
O=C(NC1CCCC1)c1csc2c1CCCC2	1	4	-18	-0.81	-6	38	-6	-5	-19
CCOC(=O)c1ccc(N=C2NC(=O)CS2)cc1	-5	-2	-30	-0.04	1	7	15	2	-20
CCCn1c(N)c(C(=O)CSc2nc(C)cs2)c(=O)n(C)c1=O	2	0	-3	1.3	-3	17	5	2	-8
COCCCN1C(=O)c2ccc(C(=O)Nc3cccc(OC)c3)cc2C1=O	-7	2	-1	-0.57	7	14	-9	0	4
CC1(C)Cc2nc3sc4c(SCC(=O)NC(c5ccccc5)c5ccccc5)ncnc4c3cc2CO1	nt	-9	-14	0.45	-2	-16	-27	8	4
CC1CCC/C(=C\Nc2ccc3c(c2)OCO3)C1=O (configuration not stated)	22[fluorescence artefact?]	7	39	-0.08	5	3	-2	-10	10
Cc1cccnc1Nc1nc(-c2ccc(O)c(O)c2)cs1	28	-6	13	-0.82	1	-12	16	5	-82
CCCC(C)NC(=O)c1cc(Cl)ccc1OC (configuration not stated)	2	6	28	-1.2	-2	nt	-2	-6	-12
CCOC(=O)CNc1nc(OCC#N)nc(N2CCOCC2)n1	1	6	-25	0.07	4	-3	15	-7	-1
CCOc1ccc(NC(=O)c2oc3ccccc3c2NC(=O)CC)cc1	-9	-2	-37	nt	-1	15	-12	-1	-32
CCOC(=O)C1CCN(C(=O)CCc2c(C)nc3cc(-c4ccccc4)nn3c2C)CC1	0	-5	-5	nt	-1	-12	13	4	15
CCCCOc1ccc(NC2=NC3(CCCCC3)N=C(N)N2)cc1	-3	2	-20	0.7	1	15	-5	0	19
Cc1ccc(N2CC(C(N)=O)CC2=O)cc1C (configuration not stated)	-35	1	nt	0.65	-3	5	-7	-2	8
Clc1cccc(N/N=C/c2ccc(N3CCOCC3)cc2)c1	nt	6	1	0.76	2	-27	7	-1	-34
Cc1nc2ccccc2c(=O)n1/N=C/c1c(O)ccc2oc3c(c12)CCCC3	80*	9	nt	0.76	2	nt	nt	-8	nt
Clc1ccc2[nH]c3c(NCCCN4CCOCC4)ncnc3c2c1	-3	-1	5	1.4	12	-18	26	-2	5
CCOC(=O)CCNC(=O)Nc1ccc2nc(C)n(Cc3cccc(Cl)c3)c(=O)c2c1	7	-10	-18	-0.87	8	-5	4	8	18
O=C(Nc1ccccc1C(=O)NCCCn1ccnc1)c1ccccc1	12	-9	-31	-0.3	2	12	8	10	-28
c1cnc(N2CC[N+]3(CCCC3)CC2)nc1	0	-1	-6	1.7	-1	-9	-16	1	14
CC(C)(C)NC(=O)CN(C(=O)C1(C)CC(=O)N=C2C=CC=CN21)C1CCCC1 (configuration not stated)	2	-3	-13	-0.64	-1	29	-15	0	2
COc1cccc(OCCCCCN2CCOCC2)c1	6[fluorescence artefact?]	-17	-24	0.89	0	nt	-6	13	-2
CCOc1cc(C(=O)OCC(=O)c2c[nH]c3ccccc23)ccc1OCC(=O)N1CCOCC1	-11	4	-15	-1.5	-2	19	14	-2	4
CC(C)(C)CC(=O)NC(=S)NCCc1ccccc1	nt	3	nt	-1.3	3	13	-14	0	18
Cc1c(/C=N\NC(=O)c2csc3ccccc23)cnn1C	nt	12	-2	-0.5	3	-17	-2	-10	6
CCCn1c(=NC(=O)c2ccco2)c(C(=O)OCC)cc2c(=O)n3ccccc3nc21	-1	1	13	-0.25	1	-7	-9	-2	-13
Cc1nc(C)c(C(=O)N/N=C/c2c[nH]c3ccccc23)s1	nt	4	-15	0.55	2	8	16	-2	-5
Cc1[nH]nc2c1C(c1ccc(F)cc1)C1=C(CC(C)(C)CC1=O)N2 (configuration not stated)	-28	0	-7	-0.63	0	5	-8	1	24
COc1ccc(OC)c(N(CC(=O)NCCSc2ccccc2)S(C)(=O)=O)c1	2	-1	-11	-0.27	6	2	7	-1	-34
O=C(CSc1nnc(-c2cccs2)n1Cc1ccco1)c1ccc2c(c1)OCO2	7	3	-7	-0.35	1	1	6	-2	-43
Cc1ccc(C(=O)NCCSC(C)(C)C)cc1	2	-1	-31	0.18	-1	-33	6	3	5
COc1ccc(/C=N/n2cnnc2SCCO)cc1OC	nt	-3	-26	0.75	-2	-10	18	1	-11
CCN(CC(=O)Nc1ccccc1C(=O)OC)S(=O)(=O)c1ccc(OC)cc1	-2	4	-23	-0.11	-4	2	13	-6	-12
Cc1cccc(-n2nc([N+](=O)[O-])c(=NCc3cccnc3)n2O)c1	nt	10	0	-0.58	-6	-22	8	-7	4
O=C(O)C(CCCCN1C(=O)c2ccccc2C1=O)N1C(=O)c2ccccc2C1=O (configuration not stated)	-5	6	17	0.45	8	-12	-11	-3	36
CC(=O)Nc1cccc(-c2nnc(SCC(=O)n3c4c(c5ccccc53)CCCC4)n2C)c1	5	-5	-19	-0.48	5	24	-14	4	5
COC(=O)c1cc(Br)c(=O)n(CCN(C(C)C)C(C)C)c1	4[fluorescence artefact?]	3	-13	1.1	-4	-5	-9	-6	12
O=C(Nc1cccc(O)c1)c1noc2c1CCCCC2	-9	-8	5	-0.45	0	-14	-7	7	nt
COc1ccc(C(=O)Nc2nc3nc(-c4ccccc4)cc(=O)n3[nH]2)cc1	nt	-1	-15	0.31	-6	13	-3	0	6
Cc1cc(C(=O)CSc2nnc(-c3ccccc3)o2)c(C)n1CC1COc2ccccc2O1 (configuration not stated)	-6	2	21	1.1	5	-2	-10	0	2
Cc1cc(=O)oc2c(CN(C)Cc3ccccc3)c(O)ccc12	-8	3	nt	-0.04	-1	nt	nt	-6	4
OC1C[N+]2(CCCCC2)C1	-1	-2	-3	0.52	0	0	16	0	92*
O=C(Nc1cccc(Cl)c1)c1ccncc1	-20	0	6	-0.34	2	12	14	-1	9
COc1cccc(NC(=O)CN2C(=O)C3(OCCCO3)c3ccccc32)c1	nt	-12	2	0.62	-1	50	16	10	2
CC(=O)Nc1ccc(S(=O)(=O)NC(C(=O)O)C2=CCC=CC2)cc1 (configuration not stated)	-4	-19	-7	0.13	3	12	6	16	10
C=CCN=C(C)C1=C(O)CCC1=O	-2	-4	-7	-0.21	2	-2	1	1	14
CCOCCn1c(CN2CCN(c3ccc(F)cc3)CC2)nc2c1c(=O)n(C)c(=O)n2C	-9	4	-4	0.62	1	5	1	-8	nt
COc1cc(CNCCSc2nnnn2C)cc(Br)c1OCc1ccc(F)cc1	nt	17	-2	1.3	0	-22	-16	-17	-18
O=C(NC1CCCC1)C(c1ccccc1)N(Cc1ccco1)C(=O)Cc1cccs1 (configuration not stated)	-5	7	-2	-0.37	2	-12	4	-3	-26
Cc1ccc([N+](=O)[O-])cc1N/C=C1\CCc2ccccc2C1=O	nt	6	1	-1.5	4	18	2	-2	19
CCOc1cc(NC(=O)c2ccccn2)c(OCC)cc1NC(=O)CC(C)C	-1	4	-7	-1.9	1	-4	9	-1	nt
CCC1CCCCN1C(=O)CSc1nc2c([nH]c3ccccc32)c(=O)n1C (configuration not stated)	-11	13	8	-2.3	7	1	10	-11	-30
COc1ccc(Oc2nnc(-c3ccc(C)cc3)c3ccccc23)cc1	nt	-4	9	0.32	-6	12	14	6	-48
CC1CCN(C(=O)CNC(=O)c2ccc(Cl)cc2Cl)CC1	nt	5	2	2.4	1	-9	-42	-9	-6
CSc1nc2nc3c(c(=O)n2[nH]1)CN(Cc1ccccc1)CC3	-1	1	-7	-0.15	-4	-23	-6	-2	2
CCSc1nnc2n1C(C)(C)Cc1ccccc1-2	nt	-10	-15	0.72	4	-14	-12	6	-1
CCc1ccccc1NC(=O)c1cccc(N2C(=O)C3C4CCC(C4)C3C2=O)c1 (configuration not stated)	nt	5	-7	0.38	3	11	-24	-6	14
Cn1c(=O)oc2cc(S(=O)(=O)N3CCC(C(=O)NCc4ccc(F)cc4)CC3)ccc21	2	4	-15	nt	-7	-2	3	-5	-5
Continuation.
SMILES	ERa SRC1 inh	LYP inh 2	HUVEC tox TNFa	PTK2B oligo ant	FAK blocker	F-actin modifier	VCAM1 TNFa inh	LYP act	HUVEC tox IL1B
COc1ccc(NC(=O)Nc2cccs2)cc1OC	12	-2	-29	0.38	2	nt	0	1	7
Cc1cc(C)c(S(=O)(=O)c2ccccc2)c(N(C)C)n1	nt	2	-8	-0.56	-6	11	-3	4	-11
CCCCCCNc1c([N+](=O)[O-])cc(C)cc1[N+](=O)[O-]	nt	6	nt	0.07	0	nt	nt	-8	-4
CC(C)(C)n1nnnc1C(c1cccs1)N(Cc1ccccc1)Cc1ccco1 (configuration not stated)	0	2	-32	-1.1	1	3	19	-3	-7
O=C1C(c2ccc(F)cc2)N(Cc2ccc3c(c2)OCO3)C(=O)CN1C1CCCC1 (configuration not stated)	22[fluorescence artefact?]	1	-30	-1.2	1	4	-4	-1	-12
O=C(Nc1ccccc1)N1CCN(c2ccccn2)CC1	-2	-4	13	0.23	-8	nt	8	6	-14
O=C(/C=C/c1cccc([N+](=O)[O-])c1)NCCN1CCOCC1	nt	0	-6	0.15	8	-20	9	-2	7
Cc1cc([N+](=O)[O-])nn1CC(=O)NNC(=S)Nc1ccc(F)cc1	nt	15	-21	-1.8	-1	16	3	-11	-42
Cc1cc(C(=O)Nc2nc3c(C)cccc3s2)c(C)o1	8	16	6	0.15	7	-3	-13	-16	5
C/C(=N\Nc1cc(-c2ccccc2)nc(-c2ccc(Br)cc2)n1)c1cccc(N)c1	nt	-5	-38	0.51	2	11	10	7	-23
COc1ccc(CCNC(=O)COc2ccc(S(=O)(=O)N3CCOCC3)cc2)cc1OC	0	-5	4	-0.15	5	6	-1	2	1
COc1ccccc1N(CC(=O)NCC1CCCO1)C(=O)CNS(=O)(=O)c1ccc(C)cc1 (configuration not stated)	-12	-9	4	0.6	-3	13	14	14	-8
CS(=O)(=O)n1nc(-c2ccccc2)nc1N	nt	9	12	-0.17	-1	0	0	-11	-27
Cc1cc2ncn(CCOc3ccccc3C#N)c2cc1C	-28	2	-5	-0.16	4	20	8	-4	16
O=C(COC(=O)C1=COCCO1)Nc1ncc(C(F)(F)F)cc1Cl	0	-7	-30	1.3	-1	-1	3	7	-16
Cc1ccc(Cn2ccc(=O)c(Cc3c(Cl)cccc3Cl)c2C)cc1	nt	20	13	-0.86	-2	-24	-10	-16	-104
COc1cccc(-c2ccc(-c3noc(-c4ccccc4F)n3)c(OC)n2)c1	22[fluorescence artefact?]	-4	-17	0.47	-8	14	-39	0	-50
CC1Cc2ccccc2N1Cc1nc2cc(Cl)ccc2c(=O)[nH]1 (configuration not stated)	-4	10	-32	0.14	-2	18	15	-7	3
COc1ccc(OC)c(C(=O)N2CCC(C(=O)c3ccc(F)cc3)CC2)c1	-12	-3	-8	0.07	0	2	8	6	19
O/N=C1\CC(O)Cc2nonc21 (configuration not stated)	-5	0	-8	1.5	-3	34	2	0	19
Cc1ccc(N=Cc2nc(-c3ccco3)oc2O)cc1	-20[fluorescence artefact?]	-6	3	0.37	8	-18	-6	2	19

Among those listed so far, 2 contain a COOH group:
SMILES	ERa SRC1 inh	LYP inh 2	HUVEC tox TNFa	PTK2B oligo ant	FAK blocker	F-actin modifier	VCAM1 TNFa inh	LYP act	HUVEC tox IL1B
O=C(O)C(CCCCN1C(=O)c2ccccc2C1=O)N1C(=O)c2ccccc2C1=O (configuration not stated)	-5	6	17	0.45	8	-12	-11	-3	36
CC(=O)Nc1ccc(S(=O)(=O)NC(C(=O)O)C2=CCC=CC2)cc1 (configuration not stated)	-4	-19	-7	0.13	3	12	6	16	10
